# Assay outcomes: PubChem, Johns Hopkins Ion Channel Center
# MrgX1 antag – antagonists of human MrgX1 receptor. MRGX1-HEK293 calcium flux, Fluo-4, BAM8-22 antagonism; stronger effect = lower value. B-score at 10 µM. 310,000 compounds, 1.3% hits;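 active = calcium-response B-score plate-corrected more than 3 library SD below zero, starting fluorescence within 5 deviations, no agonist response on first addition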;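 note: peak minus trough fluorescence over baseline after final BAM8-22 challenge near maximal dose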
# TMEM16A act – activates or potentiates the mouse TMEM16A chloride channel; 340,000 compounds, 0.3% hits; HEK293 TMEM16A/YFP-H148Q/I152L, iodide quench fluorescence; stronger effect = lower value; B-score at 10 µM;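 active = fluorescence-ratio B-score plate-corrected deviation score at least 3 library SD below zero, with starting fluorescence score within 5 deviations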;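 note: channel opened by trigger with iodide after compound preincubation; score built on the fluorescence ratio of max minus min over baseline; more negative score means more quench and so TMEM16A activation or potentiation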
# TRPC4 block – TRPC4 (mouse) channel inhibition; HEK293 TRPC4beta/mu-opioid, DAMGO-evoked Fluo4 calcium flux; stronger effect = lower value; B-score at 10 µM; 300,000 compounds, 0.39% hits; AID 2247;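 active = B-score over 3 SD under the library average, no early fluorescence shift, positive overall ratio signal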
#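 Assay system – HEK293 line stably carrying TRPC4beta and mu-opioid receptor · Doses – single dose · Detection – Fluo4 calcium-dye fluorescence, kinetic read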
# TRPC6 inh – inhibitors of mouse TRPC6 channel; HEK293-TRPC6, membrane potential dye, ACh-evoked depolarization; stronger effect = lower value; B-score at 10 µM; 310,000 compounds, 1.1% hits; AID 2553;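 active = B-score under library mean minus 3 SD, initial fluorescence not abnormally high, positive integrated signal ratio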;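 note: B-score derived from integrated fluorescence ratio over the kinetic read; more negative B-score means stronger inhibition of depolarization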
# Target sequence (Q61143 whole entry, looked up): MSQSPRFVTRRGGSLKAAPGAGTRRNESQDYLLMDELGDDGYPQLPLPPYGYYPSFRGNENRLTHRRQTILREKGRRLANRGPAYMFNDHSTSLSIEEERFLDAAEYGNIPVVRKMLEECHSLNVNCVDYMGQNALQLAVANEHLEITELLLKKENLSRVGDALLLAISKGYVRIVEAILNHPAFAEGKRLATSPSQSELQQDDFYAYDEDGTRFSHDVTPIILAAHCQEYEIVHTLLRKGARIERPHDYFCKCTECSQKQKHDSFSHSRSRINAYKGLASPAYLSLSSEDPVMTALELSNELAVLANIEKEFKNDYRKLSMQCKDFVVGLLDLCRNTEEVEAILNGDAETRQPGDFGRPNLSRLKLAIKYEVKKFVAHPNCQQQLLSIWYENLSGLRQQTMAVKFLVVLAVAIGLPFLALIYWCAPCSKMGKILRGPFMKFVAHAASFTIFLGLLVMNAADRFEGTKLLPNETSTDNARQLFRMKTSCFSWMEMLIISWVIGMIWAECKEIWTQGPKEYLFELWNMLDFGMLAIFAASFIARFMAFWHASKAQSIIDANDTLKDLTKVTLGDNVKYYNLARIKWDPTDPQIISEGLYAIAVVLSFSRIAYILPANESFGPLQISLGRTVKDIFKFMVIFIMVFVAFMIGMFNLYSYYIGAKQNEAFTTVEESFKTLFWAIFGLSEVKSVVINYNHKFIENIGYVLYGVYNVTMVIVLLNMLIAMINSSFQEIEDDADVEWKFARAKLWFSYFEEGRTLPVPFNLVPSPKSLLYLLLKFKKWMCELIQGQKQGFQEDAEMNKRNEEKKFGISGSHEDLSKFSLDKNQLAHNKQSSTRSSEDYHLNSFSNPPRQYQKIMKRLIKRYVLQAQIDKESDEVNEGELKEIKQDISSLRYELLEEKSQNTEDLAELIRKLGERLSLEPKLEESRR
# TRPC4 potent – allosterically enhances the mouse TRPC4 cation channel | Q9QUQ5 | HEK293 TRPC4beta/mu-opioid, DAMGO EC20, Fluo-4 Ca2+ flux; stronger effect = higher value | B-score at 10 µM | 310,000 compounds, 0.42% hits;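 active = B-score of calcium response area above 5 SD of library B-scores, with initial fluorescence ratio within 5 SD of library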;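 note: B-score of integrated fluorescence ratio over time as area under calcium response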
# TRPC4 agonist – opens the mouse TRPC4 cation channel; 310,000 compounds, 0.49% hits; Q9QUQ5; HEK293 TRPC4beta/mu-opioid, Fluo4 calcium fluorescence; stronger effect = higher value; B-score at 10 µM;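 active = B-score above 5 SD of library B-scores, and initial fluorescence ratio not above library mean plus 5 SD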;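 note: positive B-score marks a calcium rise read as TRPC4 activation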
#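 System – HEK293 cells stably co-expressing mouse TRPC4beta and mu-opioid receptor · Signal – Fluo4 calcium-sensitive dye fluorescence, kinetic, 1 Hz baseline · Benchmarks – buffer (low) and maximal DAMGO (high) · Read-out – B score of integrated fluorescence ratio per well · Incubation – dye loading 45 min room temperature, 110 s kinetic read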
# MrgX1 allo act – allosterically activates human MrgX1 receptor signaling. B-score at 10 µM. AID 588675. 310,000 compounds, 0.63% hits. MrgX1-HEK293, Fluo-4 calcium flux, FDSS; stronger effect = higher value;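 active = plate-corrected calcium response at least 3 library SD above typical, normal starting fluorescence, not activating the receptor alone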;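 note: compound read alongside a low EC10 to EC30 dose of BAM8-22 agonist; peak minus trough fluorescence over baseline measured at the second addition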
# ANO1 block – mouse TMEM16A channel inhibition, primary screen; Q8BHY3; HEK293 TMEM16A/YFP iodide influx fluorescence, ionomycin; normalized B-score (activity score, 25-100; higher = stronger inhibition) at 10 µM; 310,000 compounds, 1.2% hits;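 active = ratio plate-corrected score three or more library SD toward inhibition, starting fluorescence score within five deviations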;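 note: score derived from kinetic fluorescence span divided by baseline fluorescence per well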
# MrgX1 agonist – activates human MrgX1 receptor signaling | MrgX1-HEK293 cells, Fluo-4 calcium fluorescence, agonist mode; stronger effect = higher value | 310,000 compounds, 0.44% hits | B-score at 10 µM;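 active = calcium response B-score plate-corrected fluorescence ratio at least 3 library SD, with starting fluorescence B-score inside 5 SD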
#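 System: HEK293 cells stably expressing human MrgX1 receptor; Dosing: test compound in the initial addition of three; Schedule: overnight plating, then 30 min 37 °C plus 30 min room-temperature dye loading; Detection: kinetic calcium dye fluorescence, Fluo-4 NW; Controls: per-plate positive and negative controls for Z′ factor.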
# RGS4 block – human RGS4 inhibition; P49798; HEK293 M3R/RGS4 inducible, Fluo-4 calcium flux; stronger effect = higher value; triggered by carbachol at its EC20; B-score at 10 µM; 310,000 compounds, 0.45% hits;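 active = B-score, a plate-corrected calcium signal, over three deviations above library mean, with baseline fluorescence within five deviations of library mean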;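 note: RGS4 expression induced by doxycycline in cells with stable M3 receptor; B-score is computed from the integrated fluorescence ratio over baseline after carbachol; higher B-score means a larger calcium signal and so more RGS4 inhibition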
# TRPC6 act – activators of mouse TRPC6 channel; HEK293-TRPC6 membrane potential dye fluorescence; stronger effect = higher value; B-score at 10 µM; 310,000 compounds, 0.13% hits; AID 2550;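 active = B-score of the integrated fluorescence ratio above library mean plus 3 SD, and starting fluorescence ratio within library mean plus 5 SD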;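 note: higher score means more depolarization so channel activation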
# * marks the source's active call; other numbers are inactive results; i = inactive; x = no result given.
SMILES,MrgX1 antag,TMEM16A act,TRPC4 block,TRPC6 inh,TRPC4 potent,TRPC4 agonist,MrgX1 allo act,ANO1 block,MrgX1 agonist,RGS4 block,TRPC6 act
CC1CN(C(=O)CCS(=O)(=O)c2ccccc2)CC(C)O1 (stereo not given),i,i,i,i,i,i,i,i,i,i,i
O=P(Cc1nnco1)(c1ccccc1)c1ccccc1,i,i,i,i,i,i,i,i,i,i,i
COc1ccc(-c2nnn(CC(=O)N3CCN(c4ccc(F)cc4)CC3)n2)cc1,i,i,i,i,i,i,i,i,i,i,i
c1ccc(COCCCn2cc(-c3ccccc3)nn2)cc1,i,i,i,i,i,i,i,i,i,i,i
Fc1cccc(-n2c(-c3ccco3)nc3nc4ccccc4nc32)c1,i,i,i,i,i,i,i,i,i,i,i
O=C1NC(=S)N/C1=C/c1ccc(Oc2ccc(C(F)(F)F)cc2[N+](=O)[O-])c(Cl)c1,i,i,i,i,i,i,i,i,i,i,i
CCN(Cc1ccccc1)c1ccc(/C=N/NS(=O)(=O)c2cccc([N+](=O)[O-])c2)cc1,i,i,i,i,i,i,i,i,i,i,i
COc1cc(CN2CCCCCC2)cc(OC)c1,i,i,i,i,i,i,i,i,i,i,i
CCCn1c(NCc2c[nH]c3ccccc23)nc2ccccc21,i,i,i,-8.5*,i,i,i,i,i,i,i
O=C(CN1C(=O)c2ccc(Br)cc2C1=O)NCC1CCCO1 (stereo not given),i,i,i,-8.9*,i,i,i,i,i,i,i
COc1ccc(N=c2cc(-c3ccc(O)cc3)oc3ccccc23)cc1,i,i,i,-6.1*,i,i,i,i,i,i,i
COc1ccc(CCN2C(=O)CC(C(C)c3ccccc3)C2=O)cc1OC (stereo not given),i,i,i,i,i,i,i,i,i,i,i
COc1ccc(S(=O)(=O)NCCOc2ccccc2)cc1-n1cnnn1,i,i,i,i,i,i,i,i,i,i,i
CCNc1ccc2c(Cl)cc(=O)oc2c1,i,i,i,i,i,i,i,i,i,i,i
CC(/C=C1\SC(=S)N(CCC(=O)Nc2nc(C)cs2)C1=O)=C\c1ccccc1,i,i,i,i,i,i,i,i,i,i,i
CCCS(=O)(=O)N1CCN(C(=O)CCC2CCCC2)CC1,i,i,i,i,i,i,i,i,i,i,i
Cc1ccc(/C=N\NC(=O)c2cc(OCC(F)(F)F)ccc2OCC(F)(F)F)cc1,i,i,i,i,i,i,i,i,i,i,i
CSc1ccc(CNc2ccc(Cl)cc2)cc1,i,i,i,i,i,i,i,25*,i,i,i
Cc1cc(CNCc2c(C(=O)N(C)Cc3ccccc3)nc3ccccn23)nn1C,i,i,i,i,i,i,i,i,i,i,i
COc1ccccc1N=Nc1c(O)[nH]c2ccc(Br)cc12,i,i,i,i,i,i,i,i,i,i,i
CSCC[C@H](NC(=O)Cc1c(C)c2c(cc(C)c3c(C)c(C)oc32)oc1=O)C(=O)O,i,i,i,i,i,i,i,i,i,i,i
CCOC(=O)C1CCN(C2=C(NS(=O)(=O)c3ccc(Cl)cc3)C(=O)c3ccccc3C2=O)CC1,i,i,i,-6.1*,i,i,i,i,i,i,i
C=CCN=C1SCC(=O)N1S(=O)(=O)c1ccccc1,i,i,i,i,i,i,i,i,i,i,i
NC(=O)C1CCN(C(=S)c2ccc(-c3ccc(Br)cc3)o2)CC1,i,i,i,i,i,i,i,i,i,i,i
Cc1c(NS(=O)(=O)N2CCCCC2)c(=O)n(-c2ccccc2)n1C,i,i,i,i,i,i,i,i,i,i,i
CCOC(=O)c1ccc(NC(=O)C2=C(C)Nc3nc(CCCO)nn3C2c2cccc(C)c2)cc1 (stereo not given),i,i,i,i,i,i,i,i,i,i,i
CC(C)Oc1ccc(C(=O)OC(C)C(=O)NC2CCCCC2C)cc1 (stereo not given),i,i,i,i,i,i,i,i,i,i,i
CCN(CC)C(=O)C(=O)Nc1ccc(Oc2ccccc2)cc1,i,i,i,i,i,i,i,i,i,i,i
Cn1ncc(Cl)c1C(=O)NCc1ccco1,i,i,i,i,i,i,i,i,i,i,i
O=C1NC(c2ccccc2Cl)Nc2ccccc21 (stereo not given),i,i,i,i,i,i,i,i,i,i,i
COc1ccc(N=C2SCC(c3ccccc3)=NN2C)cc1,i,i,i,i,i,i,i,i,i,i,i
CC1(C)CC(=O)C(C(C2=C(O)CC(C)(C)CC2=O)c2ccc([N+](=O)[O-])cc2)C(=O)C1 (stereo not given),i,i,i,i,i,i,i,i,i,i,i
O=C(CN1CCCCCCC1)Nc1cccc(Cl)c1Cl,i,i,i,i,i,i,i,i,i,i,i
CCCN1CCN(C(=O)CCS(=O)(=O)c2cc3c(cc2Cl)NC(=O)CO3)CC1,i,i,i,i,i,i,i,i,i,i,i
Cc1ccccc1-n1sc2cc(F)ccc2c1=O,i,i,x,x,x,x,i,i,40*,x,x
CCOc1ccc(CCNC(=O)COc2cccc(-n3cnnn3)c2)cc1OCC,i,i,i,i,i,i,i,i,i,i,i
COc1ccc(CNC(=O)C(c2ccco2)N(C(=O)CNS(=O)(=O)c2ccccc2)c2ccccc2C)cc1 (stereo not given),i,i,i,i,i,i,i,25*,i,i,i
O=C(CCc1nnc(Cc2ccc(-c3ccccc3)cc2)o1)NCC1CC1,i,i,i,i,i,i,i,i,i,i,i
O=[N+]([O-])C(=C1NCCN1)C(Cl)=C(Cl)Cl,i,i,i,i,i,i,i,i,i,i,i
Cc1c(C(c2ccc(N(C)C)cc2)c2c(C)n(C)n(-c3ccccc3)c2=O)c(=O)n(-c2ccccc2)n1C,i,i,i,i,i,i,i,i,i,i,i
CCc1noc(C)c1C(=O)NCCN1C(=O)S/C(=C\c2ccc(OC)cc2)C1=O,i,i,i,i,i,i,i,i,i,i,i
Cc1cc(NC(=O)CN2CCCCC2C)nc2c1c(=O)oc1ccccc12 (stereo not given),i,x,i,i,i,i,i,i,i,i,i
NNC(=O)/C(=N/Nc1ccccc1)S(=O)(=O)c1ccc(Cl)cc1,i,i,i,i,i,i,i,i,i,i,i
CCCC(=O)N1CCN(c2ccc(NC(=O)c3cc4ccccc4o3)cc2Cl)CC1,i,i,i,i,i,i,i,100*,i,i,i
CC1(C(=O)O)COC(c2ccc([N+](=O)[O-])cc2)OC1 (stereo not given),i,i,i,i,i,i,i,i,i,i,i
CCCS(=O)(=O)c1nc(S(=O)(=O)c2ccc(C)cc2)c(NCCCN2CCCC2=O)s1,i,i,i,i,i,i,i,i,i,i,i
CCC1Oc2ccc(C)cc2N(CC(=O)N2CCCC2)C1=O (stereo not given),i,i,i,i,i,i,i,i,i,i,i
C/C(=N/NC(=O)c1ccc(C)nc1)c1ccc2c(c1)CCCC2,i,i,i,i,i,i,i,i,i,i,i
Cc1c(Cl)cccc1NC(=O)N1CCCN(c2nc(-c3ccccc3)ns2)CC1,i,i,i,i,i,i,i,i,i,i,i
CCOC(=O)C1=C(COC(=O)CNC(=O)c2ccc(C)cc2)NC(=O)NC1C (stereo not given),i,i,i,i,i,i,i,i,i,i,i
COC(=O)c1ccsc1NC(=O)c1cccc(OC)c1,i,i,i,i,i,i,i,i,i,i,i
CC(C)(C)c1ccc(Cn2nnc3c(=O)[nH]c(C4CCN(C(=O)Cc5cccs5)CC4)nc32)cc1,i,i,i,i,i,i,i,i,i,5.4*,i
Cc1ccc(/C=N\NC(=O)c2ccc(Cn3cc(Br)c([N+](=O)[O-])n3)o2)o1,i,i,i,i,i,i,i,i,i,i,i
CCOc1ccc(C(=O)Nc2nnc(C(C)C)s2)cc1OCC,i,i,i,i,i,i,i,i,i,i,i
CC(=O)NNS(=O)(=O)c1scc(S(=O)(=O)c2ccc(Cl)cc2)c1C,i,i,i,i,i,i,i,i,i,i,i
Cc1cc(N2CCOCC2)c2c(N)c(Br)cc(C)c2n1,i,i,i,-5.1*,i,i,i,i,i,i,i
COc1ccc(S(=O)(=O)N2CCC(C(=O)OCC(=O)c3ccccc3)CC2)cc1[N+](=O)[O-],i,i,i,i,i,i,i,i,i,i,i
CCOc1cc(C(=S)N2CCCCC2)ccc1OS(=O)(=O)c1ccc(Cl)cc1,i,i,i,i,i,i,i,i,i,i,i
CCCCCN(C(=O)NC(=O)Nc1ccccc1OC)S(C)(=O)=O,i,i,i,i,i,i,i,i,i,i,i
O=C(c1ccc2[nH]c3c(c2c1)CCCC3)N1CCN(c2ccc(F)cc2)CC1,i,i,i,i,i,i,i,i,i,i,i

# Other compounds follow.
SMILES,MrgX1 antag,TMEM16A act,TRPC4 block,TRPC6 inh,TRPC4 potent,TRPC4 agonist,MrgX1 allo act,ANO1 block,MrgX1 agonist,RGS4 block,TRPC6 act
CCOC(=O)c1sc(-n2[nH]c(C)cc2=O)nc1C,i,i,i,i,i,i,i,i,i,i,i
Cc1cc(C)n(C2CC(=O)N(c3ccc(C)c(Cl)c3)C2=O)n1 (stereo not given),i,i,i,i,i,i,i,i,i,i,i
CC(CCc1ccccc1)NC(=O)CCC1CCCC1 (stereo not given),i,i,i,i,i,i,i,i,i,i,i
Cc1cc(C(=O)NC2CC(C)(C)Cc3c2cnn3-c2cccc(F)c2)nn1C (stereo not given),i,i,i,i,i,i,i,i,i,i,i
CCOC(=O)c1[nH]nc2c1C(=O)N(CC)C2=O,i,i,i,i,i,i,i,i,i,i,i
O/N=C1\CCCc2oc3c(c21)CCCC3,i,i,i,i,i,i,i,i,i,i,i
CNC(=S)N/N=C/c1cn(CCOc2cccc(OC)c2)c2ccccc12,i,i,i,i,i,i,i,i,i,i,i
COCCn1c(SCC(=O)Nc2ccc(S(=O)(=O)N(C)C)cc2)nc2ccccc21,i,i,i,i,i,i,i,i,i,i,i
O=C(CCc1nnc2ccc(N3CCCCC3)nn12)NCc1ccco1,i,i,i,i,i,i,i,i,i,i,i
NC(=O)CSc1nnnn1-c1ccc2c(c1)OCCO2,i,i,i,i,i,i,i,i,i,i,i
